High-throughput results as filed in PubChem.
GC-B act: human GC-B receptor activators, primary screen, HEK293 GC-B cells, cGMP TR-FRET, EC30 CNP | Atrial natriuretic peptide receptor 2 (Homo sapiens), P20594 | 0% at EC30 CNP, 100% saturating CNP | hit rate 0.11% among 370,000 | activation, % at 10 µM;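 active means activation at 10 µM reaching about 35% in either raw or pattern-adjusted values, limit read from the data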
ASAP1 inh: inhibitors of human ASAP1 ArfGAP activity, primary screen, biochemical, fluorescence polarization; Arf-GAP with SH3 domain, ANK repeat and PH domain-containing protein 1 (Homo sapiens), …; ASAP1-stimulated ARF1 GTP hydrolysis, GDP FP detection; inhibition, % at 16.5 µM; hit rate 0.19% among 360,000; AID 624377, 2012; in the data active means inhibition above about 25%;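 further: 0% = vehicle with enzyme and substrate and 100% = no enzyme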
Target sequence (Q9ULH1 325-724 limits assumed): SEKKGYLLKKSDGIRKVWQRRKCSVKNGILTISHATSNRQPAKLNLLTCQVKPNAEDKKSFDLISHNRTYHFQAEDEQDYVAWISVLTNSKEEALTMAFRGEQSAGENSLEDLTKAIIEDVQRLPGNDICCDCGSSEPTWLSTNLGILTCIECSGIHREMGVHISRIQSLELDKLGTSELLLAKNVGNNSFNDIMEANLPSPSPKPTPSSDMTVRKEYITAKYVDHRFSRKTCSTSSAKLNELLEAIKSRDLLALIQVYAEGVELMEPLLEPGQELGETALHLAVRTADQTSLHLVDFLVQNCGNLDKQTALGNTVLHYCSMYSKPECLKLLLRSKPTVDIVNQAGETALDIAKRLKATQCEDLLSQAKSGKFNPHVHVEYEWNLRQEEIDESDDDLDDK
NPR1 activator: GC-A stimulated cGMP production enhancers – HEK293 GC-A cells, cGMP TR-FRET, EC30 ANP, primary screen | activation, % at 10 µM | AID 1671463, 2021 | 0% at EC30 ANP, 100% saturating ANP | Atrial natriuretic peptide receptor 1 (Homo sapiens), P16066 | hit rate 0.14% among 370,000; in the data active means activation above about 40%
PG9 binder: binders of HIV-1 gp120 antibody PG9, primary screen, biochemical, TR-FRET; TR-FRET gp120-PG9 antibody binding; inhibition, % at 6.7 µM; hit rate 0.43% among 360,000; in the data active means inhibition above about 8.5%
HTRA1 inhibitor: HTRA1 serine protease inhibitors, primary screen, biochemical, fluorescence polarization, HTS. recombinant HTRA1, FP-rhodamine activity-based probe. inhibition, % at 5.96 µM. AID 504803, 2011. hit rate 0.5% among 340,000. Q92743; in the data active means inhibition above about 36%;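 further: 0% = enzyme with DMSO and 100% = wells lacking enzyme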
SMARCA2 act: SMARCA2 (BRM) function activators, primary screen, cell-based, luminescence, high throughput; AID 652017, 2013; hit rate 1% among 370,000; MG213 cells, MMTV-luciferase reporter, dexamethasone, overnight; activation, % at 9.1 µM; in the data active means activation above about 7.8%;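 further: 0% = vehicle wells and 100% = reference activator wells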
NR1D1 modulator: modulators of Rev-erb alpha DNA binding, primary screen, biochemical, FITC-DNA, fluorescence polarization, uHTS; Nuclear receptor subfamily 1 group D member 1 (Homo sapiens), P20393; Rev-erbα–FITC-DNA binding, 90 min; activity, % at 10 µM; hit rate 0.79% among 370,000; AID 1259318, 2017;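 active means activity above about 14%, limit read from the data; passing the limit was not always enough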;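 further: 0% = DMSO wells with 35 nM protein and 100% = DMSO wells with 750 nM protein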
rCAG RNA binder: binders of r(CAG) RNA repeats, primary screen, biochemical, fluorescence; hit rate 1.3% among 370,000; inhibition, % at 3 µM; r(CAG) RNA repeat, TO-PRO-1 dye displacement fluorescence; AID 651821, 2012;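 active means inhibition above the plate cutoff, the mean of all test compounds on that plate plus 3 SD, cut at about 35% in these data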;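 further: 0% = DMSO alone and 100% = 100 µM mitoxantrone as full dye displacement; higher means more dye released from RNA so lower well fluorescence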
ARFGAP1 inhibitor: inhibitors of rat ARFGAP1 GAP activity, primary screen, biochemical, fluorescence polarization, GDP tracer; ADP-ribosylation factor GTPase-activating protein 1 (Rattus norvegicus), Q62848; Arfgap1-stimulated ARF1 GTP hydrolysis, GDP FP detection; inhibition, % at 16.5 µM; hit rate 0.26% among 360,000;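 active means inhibition above a per-plate limit, mean inhibition of low control wells plus 3 SD, cut at about 25% in these data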;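 further: 0% = DMSO wells with enzyme and 100% = wells lacking Arfgap1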
Target sequence (Q62848 1-136 limits assumed): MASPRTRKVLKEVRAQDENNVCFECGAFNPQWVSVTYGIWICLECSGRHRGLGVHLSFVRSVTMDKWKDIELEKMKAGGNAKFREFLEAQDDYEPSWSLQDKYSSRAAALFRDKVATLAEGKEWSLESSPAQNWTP
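material = rat Arfgap1 catalytic domain, aa 1-136 | also added = human ARF1(Δ1-17)-GTP substrate | compound dosing = one concentration, 16.5 µM, DMSO 1.26% | times = GTP hydrolysis reaction 2 h at 25 °C | measured by = FP, GDP Alexa 633 tracer displaced from anti-GDP antibody, 620/688 nm | evaluation = percent inhibition of Arfgap1-stimulated GTP hydrolysis | replication = single well per compound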
mABHD4 FP: ABHD4 inhibitors, primary screen, biochemical, fluorescence polarization, mouse. (Lyso)-N-acylphosphatidylethanolamine lipase (Mus musculus), Q8VD66. purified mABHD4, FP-Rh probe fluorescence polarization. inhibition, % at 8.92 µM. hit rate 0.54% among 370,000. AID 720543, 2013;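 active means inhibition exceeding the mean over every tested compound plus 3 SD, cut at about 30% in these data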;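 further: 0% = plate median of compound wells and 100% = S159A mutant with DMSO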
Target sequence (Q8VD66 whole entry, looked up): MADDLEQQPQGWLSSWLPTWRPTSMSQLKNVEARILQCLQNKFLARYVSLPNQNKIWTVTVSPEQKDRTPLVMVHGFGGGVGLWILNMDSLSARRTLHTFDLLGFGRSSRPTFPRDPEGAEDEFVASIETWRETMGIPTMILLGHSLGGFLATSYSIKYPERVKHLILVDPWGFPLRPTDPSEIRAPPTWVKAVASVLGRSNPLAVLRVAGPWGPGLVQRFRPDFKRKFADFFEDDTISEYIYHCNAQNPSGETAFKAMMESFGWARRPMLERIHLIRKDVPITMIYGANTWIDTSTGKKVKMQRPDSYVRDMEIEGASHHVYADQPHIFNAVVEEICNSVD
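System: mouse ABHD4 enzyme, wild type / Medium: HEPES pH 7.0, NaCl, Pluronic buffer / Reagent: FP-Rh activity-based fluorescent probe / Control set: S159A mutant high control, sample median low control / Detection: fluorescence polarization with parallel and perpendicular emission, 525/598 nm / Schedule: 45 min + 60 min at 25 °C / Compound dosing: 8.92 µM, single dose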
Active calls of the source: *; x = not tested or not shown.

Values run as follows: GC-B act	ASAP1 inh	NPR1 activator	PG9 binder	HTRA1 inhibitor	SMARCA2 act	NR1D1 modulator	rCAG RNA binder	ARFGAP1 inhibitor	mABHD4 FP
[1] COc1ccc(CN2C(=O)C(CC(C)C)Nc3ncnc(N4CCCCC4)c32)cc1 (stereo unspecified)
→ -3	-7	-3	0.2	-9	1	-5	-6	-10	-4
[2] Cc1ccc(NC2CCCN(C(=O)c3ccccc3-c3ncc[nH]3)C2)cc1C (stereo unspecified)
→ -3	-2	2	-2.6	0	-2	1	-4	9	2
[3] COc1ccccc1OCCCN1C(=O)C(=O)c2cccc(C)c21
→ -6	0	-16	0.0	-11	1	-7	-4	-10	3
[4] COc1ccc(CCNCC(O)COc2ccc(OC)cc2C(C)(C)C)cc1 (stereo unspecified)
→ -6	4	-10	-1.1	2	1	-1	4	13	20
[5] Cc1ccc(-c2cc(C(=O)Nc3ccccn3)c3ccccc3n2)o1
→ 1	8	12	1.2	2	1	-14	17	-16	5
[6] O=C(O)CCC(=O)Nc1ccc(C(=O)OCC(=O)c2ccc(Cl)cc2)cc1
→ 3	-11	-1	-0.2	-1	1	2	22	-6	1
[7] CCCn1nnc(NC(=O)/C=C/c2ccc(C(C)C)cc2)n1
→ 2	0	6	-2.1	3	-2	3	-8	5	2
[8] COc1ccc(CCNC(=O)c2cnc(C)cn2)cc1
→ 1	17	1	0.9	4	1	-1	-6	7	4
[9] CCNC(=O)CC1C(=O)N(c2ccc(F)cc2)C(=O)N1CCC(C)C (stereo unspecified)
→ 9	23	5	0.6	6	1	0	12	-4	4
[10] O=C(NC(=S)NCCOCc1ccc(Cl)cc1)c1cccnc1
→ -6	9	-2	-2.8	-7	-5	8	0	14	3
[11] [O-]c1n[n+](-c2ccc(Cl)cc2)cc2ccccc12
→ -7	0	0	0.5	-16	-4	2	5	-2	-5
[12] CC(=O)Nc1ccc(C(=O)Nc2ccc3c(c2)OCCO3)cc1
→ -3	-6	-1	-1.1	11	-2	1	1	3	-1
[13] CC(OC(=O)CNC(=O)c1sc2ccccc2c1Cl)c1ccccc1 (stereo unspecified)
→ -1	5	-1	0.4	-20	-3	9	7	-12	-8
[14] COc1ccc(NCc2ccc([N+](=O)[O-])s2)cc1
→ -4	11	2	-0.4	15	-1	4	2	-1	3
[15] Cc1onc(C(=O)Nc2cccnc2Cl)c1[N+](=O)[O-]
→ -4	-9	2	0.8	2	-2	-1	-3	2	-2
[16] O=C(CN1CCC(NC(=O)c2ccccc2Cl)CC1)NCc1ccco1
→ 4	9	8	0.1	0	5	0	1	6	5
[17] COc1cc(NC(=O)c2c(-c3ccccc3Cl)noc2C)c2ncccc2c1
→ -1	-6	-9	-0.8	-4	-2	6	0	-3	-3
[18] COc1ccc(Nc2nc3c([nH]2)c(=O)[nH]c(=O)n3C)cc1
→ -10	2	-11	-13	7	0	2	21	-2	-4
[19] COc1ccc(OC)c(S(=O)(=O)N(C)CC(=O)N2CCN(c3ccccc3F)CC2)c1
→ 4	10	-1	-2.7	-6	1	5	-2	-5	-4
[20] O=c1cc(CN2CCN(S(=O)(=O)c3ccc4ccccc4c3)CC2)nc2sccn12
→ -6	-3	-3	-1.4	-7	0	-2	-1	-7	4
[21] Cc1ccccc1OC(C)C(=O)NCCC1=CCCCC1 (stereo unspecified)
→ -1	11	-1	0.8	-2	4	7	-8	-8	-18
[22] CC(C)CC(NC(=O)c1ccc(Cl)cc1Cl)C(=O)O (stereo unspecified)
→ 1	-3	1	-1.9	10	2	2	2	-7	-6
[23] CCOC(=O)/C(C#N)=C/c1cccc(C)c1
→ -4	1	1	0.6	-1	1	6	-2	17	0
[24] Cc1ccc(OC(=O)c2cc(C)nn2C(C)(C)C)cc1
→ -1	-3	-1	0.5	4	-3	1	-3	-2	-3
[25] O=C(CCl)c1ccc2[nH]c(=O)oc2c1
→ 2	-4	0	-0.1	10	-1	4	2	-14	11
[26] O=C(CSc1nccc2ccccc12)N1CCN(c2ccccn2)CC1
→ 0	-6	1	2.3	3	-6	-4	4	1	6
[27] COc1cc(OC)c(NC(=O)CCc2ccccc2)cc1Cl
→ -4	-7	2	-0.8	-2	-3	-3	2	-4	0
[28] O=C(Nc1nnc(-c2ccccc2)o1)Nc1ccccc1Cl
→ 4	1	8	1.6	-2	2	-8	1	-11	0
[29] CC1=NOC(=O)/C1=C\c1ccc(-c2ccc(Cl)c(C(=O)O)c2)o1
→ -2	-18	-2	-5.2	3	1	0	8	3	13
[30] O=C(CC[C@H]1O[C@@H](n2ccc(=O)[nH]c2=O)[C@H](O)[C@@H]1O)N[C@H](Cc1ccccc1)C(=O)NCC1CCCO1 (stereo partly specified)
→ 3	-2	1	-0.4	x	0	0	2	-3	1

Later entries.
Values run as follows: GC-B act	ASAP1 inh	NPR1 activator	PG9 binder	HTRA1 inhibitor	SMARCA2 act	NR1D1 modulator	rCAG RNA binder	ARFGAP1 inhibitor	mABHD4 FP
[31] Cc1ccc(-c2nnn(CC(=O)Nc3cccc4cccnc34)n2)o1
→ -5	1	-2	-0.1	-21	-2	4	7	-5	-5
[32] C[C@H]1CN([C@@H](C)CO)C(=O)CCCn2nncc2CO[C@@H]1CN(C)Cc1ccc(-c2ccccc2)cc1
→ 4	-21	9	-1.1	-10	-2	6	2	-10	-2
[33] Cc1csc(NC(=O)Cc2ccc(Cl)cc2)n1
→ 6	-8	6	1.1	-3	-2	0	-5	-10	-4
[34] CC(C)(C)NC(=O)CN(Cc1ccc2c(c1)OCO2)C(=O)CNS(=O)(=O)c1ccc(F)cc1
→ 0	-10	1	-2.3	5	-3	-3	-3	-13	-8
[35] Cc1ccnc(NCc2cc(C)ccc2O)c1
→ -7	9	-7	0.9	1	2	2	0	5	5
[36] O=C(NCc1ccccc1)C(=O)Nc1nc(-c2ccccc2)cs1
→ 4	3	1	0.3	1	-3	2	0	-2	-7
[37] Cc1ccc(-c2ncccc2OC(=O)C23CC4CC(CC(C4)C2)C3)cc1
→ -3	11	-3	0.8	-5	0	0	-4	5	1
[38] COc1cc(CC(=O)OCC(=O)NCc2cccs2)cc(OC)c1OC
→ 5	-8	0	-1.0	6	-4	7	1	-9	1
[39] COc1ccc(-c2coc3cc(O)c(OC)cc3c2=O)cc1
→ 2	0	8	-0.5	-2	6	-4	9	0	-3
[40] Cc1cccc(-n2ncc3c2CCCC3NC(=O)CC(F)(F)F)c1C (stereo unspecified)
→ 0	-4	-4	-0.2	1	-2	0	-6	7	-11
[41] NS(=O)(=O)c1cccc(NC(=O)Cn2cc(C(F)(F)F)cc(Cl)c2=O)c1
→ -2	-3	1	0.8	-5	0	-3	5	0	0
[42] CC1=CC(C)(C)NC(=S)N1c1cccc2cc(S(=O)(=O)O)ccc12
→ 6	-7	2	-2.1	-3	7	-2	43*	5	24
[43] CC(C)[C@@H](C(=O)N1CCN(C(=O)OC(C)(C)C)CC1)n1cc(CCO)nn1
→ 0	7	-2	-1.3	9	-1	-1	4	4	-8
[44] CC1(C)Cc2c(C#N)c(NCCc3ccccc3)nc(-c3ccco3)c2CO1
→ 48*	10	35	2.0	-6	0	0	18	-7	-1
[45] CS(=O)(=O)N(CC(=O)Nc1ccccc1C(=O)N1CCOCC1)c1ccc(F)c(Cl)c1
→ -1	3	-3	-1.1	-1	-1	1	-3	7	-9
[46] O=[N+]([O-])c1c(NCc2ccco2)ncnc1NCc1ccco1
→ 6	6	4	0.8	2	3	0	0	7	2
[47] Cc1ccc(CCC(=O)Nc2ccc([N+](=O)[O-])cc2Cl)o1
→ -4	7	4	-1.2	0	2	-2	-1	-3	-6
[48] Cc1ccc(-c2ccc(CCC(=O)O)n2CC2CCCO2)cc1 (stereo unspecified)
→ 4	-9	1	0.9	0	-3	-2	2	-1	0
[49] CSCCCNC(=O)c1ccc(OC2CCN(CCc3ccccc3)CC2)cc1
→ 0	2	4	1.4	-2	3	1	-11	3	4
[50] CCOC(=O)C1CCN(CCC(=O)Nc2ccc(F)cc2)CC1
→ 1	2	-4	-0.1	-5	-3	-6	-6	-10	1
[51] O=C1CCC(=O)N1c1ccccc1
→ 3	7	6	-1.5	-1	-2	-2	-4	2	0
[52] O=C(NS(=O)(=O)c1ccccc1)c1ccccc1F
→ -3	2	0	-0.3	6	1	-7	0	4	1
[53] O=C(O)CNc1ncccc1[N+](=O)[O-]
→ 0	-9	3	-2.7	8	-3	-2	-2	-7	-6

An excerpt of these results, field by field.
(47) Cc1ccc(CCC(=O)Nc2ccc([N+](=O)[O-])cc2Cl)o1
  GC-B act = -4 | ASAP1 inh = 7 | NPR1 activator = 4 | PG9 binder = -1.2 | HTRA1 inhibitor = 0 | SMARCA2 act = 2 | NR1D1 modulator = -2 | rCAG RNA binder = -1 | ARFGAP1 inhibitor = -3 | mABHD4 FP = -6
(49) CSCCCNC(=O)c1ccc(OC2CCN(CCc3ccccc3)CC2)cc1
  GC-B act = 0 | ASAP1 inh = 2 | NPR1 activator = 4 | PG9 binder = 1.4 | HTRA1 inhibitor = -2 | SMARCA2 act = 3 | NR1D1 modulator = 1 | rCAG RNA binder = -11 | ARFGAP1 inhibitor = 3 | mABHD4 FP = 4
(43) CC(C)[C@@H](C(=O)N1CCN(C(=O)OC(C)(C)C)CC1)n1cc(CCO)nn1
  GC-B act = 0 | ASAP1 inh = 7 | NPR1 activator = -2 | PG9 binder = -1.3 | HTRA1 inhibitor = 9 | SMARCA2 act = -1 | NR1D1 modulator = -1 | rCAG RNA binder = 4 | ARFGAP1 inhibitor = 4 | mABHD4 FP = -8
(31) Cc1ccc(-c2nnn(CC(=O)Nc3cccc4cccnc34)n2)o1
  GC-B act = -5 | ASAP1 inh = 1 | NPR1 activator = -2 | PG9 binder = -0.1 | HTRA1 inhibitor = -21 | SMARCA2 act = -2 | NR1D1 modulator = 4 | rCAG RNA binder = 7 | ARFGAP1 inhibitor = -5 | mABHD4 FP = -5

No enrichment for hits; overall some 4.4% were active at least once.
